# NCI-60 one-dose screen, 48 h, at 10 µM unless noted. Numbers give growth in % (100 = growth as untreated, 0 = no growth, -100 = all killed).
# OVCAR-5: OVCAR-5 ovarian cancer; hit rate 2.9% among 82,000
# U251: U251 CNS tumor cells. hit rate 5.4% among 80,000. AID 1794753
# SF-268: SF-268 CNS cancer cells; hit rate 3.1% among 82,000
# DU-145: DU-145 prostate cancer; hit rate 4.2% among 81,000; AID 1794760
# OVCAR-3: OVCAR-3 ovarian cancer. hit rate 7% among 79,000
# PC-3: PC-3 prostate cancer cells | hit rate 3.9% among 80,000 | AID 1794754
# SK-OV-3: SK-OV-3 ovarian cancer cells; hit rate 3.2% among 80,000; AID 1794785
# OVCAR-4: OVCAR-4 ovarian cancer cells; hit rate 3.7% among 80,000
# OVCAR-8: OVCAR-8 ovarian cancer; hit rate 4.4% among 81,000; AID 1794782
# An asterisk follows results filed as active; . = not tested or not shown; & = joins results of further samples; [ ] = remark or other dose. Rule for the calls: active = growth percent below 10; inactive = the rest.
SMILES,OVCAR-5,U251,SF-268,DU-145,OVCAR-3,PC-3,SK-OV-3,OVCAR-4,OVCAR-8
Cc1cc[c-]cc1.Fc1c[c-]c(-c2ccccn2)c(F)c1.[Pt+2].c1ccc(P(C[PH+](c2ccccc2)c2ccccc2)c2ccccc2)cc1,24,13,9.0*,18,13,11,-3.9*,-2.0*,11
CC(=O)c1ccc(CCCCc2ccc(C(C)=O)cc2)cc1,120,97,111,120,123,91,111,88,100
CN1CCN(c2nc(-c3ccncc3)nc3sc4c(c23)CCCCCC4)CC1,81,63,61,91,93,62,73,72,83
C[C@@H]1O[C@@H](O[C@@H]2C[C@H](c3ccc4c(c3O)C(=O)C3=C(C4=O)[C@@]4(O)C(=O)C[C@](C)(O)C[C@@]4(O)C=C3)O[C@H](C)[C@H]2O)C[C@H](O)[C@H]1O,100,99,92,115,104,91,103,86,93
CCOC(=O)C(=O)Nc1cccc(NC(=O)C(=O)OCC)n1,98,109,99,103,110,99,124,101,104
CCOC(=O)c1cc(C)[nH]c(=O)c1C#N,105,102,105,113,105,81,95,107,108
ClCCCOC1CCCCO1 (stereo not given),107,96,105,113,116,87,96,91,105
O=[N+]([O-])c1ccc(-c2cc3c(Nc4ccc(Sc5nc6ccccc6s5)c(Cl)c4)ncnc3s2)cc1,50,23,39,45,15,28,37,35,24
CC(C)SCC(=O)SC(=O)Nc1cccc(Cl)c1,112,107,102,105,104,101,106,124,108
c1ccc2cc(-c3cnc4nonc4n3)ccc2c1,78,81,88,94,41,55,98,76,63
O=C(O)CCCCCCCCCCOc1ccc(Cl)cc1Cl,106,94,96,97,86,90,104,96,94
O=C(O)CCCCCCCCCCSCc1ccccc1,88,89,92,110,105,96,108,97,98
Clc1cccc(-c2nonc2Nn2cnnn2)c1,94,88,119,113,107,97,103,103,99
N=c1c(S(=O)(=O)c2ccccc2)cc2c(=O)n3ccccc3nc2n1CCc1ccccc1,102,102,110,95,107,93,125,94,102
O=C(Cc1ccc(OCc2ccccc2)cc1)NCc1ccc2c(c1)OCO2,110,.,69,85,59,65,82,107,91
C=CCN=c1sc(-c2ccc3ccccc3c2)cn1NC(=O)c1cc2ccc1CCc1ccc(cc1)CC2,103,54,62,75,53,38,82,33,65
COc1ccc(C2=CC(c3ccc(C)cc3Br)N3C(C)=CSC3=N2)cc1 (stereo not given),97,92,101,110,112,91,109,100,101
NC(=O)Cc1ccc2ccccc2c1,117,117,118,117,122,100,103,124,117
O=C(Cc1ccc(/C=C/C(=O)c2ncc[nH]2)cc1)Nc1c(F)c(F)c(F)c(F)c1F,104,57,91,84,71,88,96,97,94
CCCCOc1nc2ccc(OC)cc2cc1C1CNC(=O)c2ccccc2N1 (stereo not given),107,106,99,108,101,87,89,99,102

# Reprinted from the part before: four entries, then new ones.
SMILES,OVCAR-5,U251,SF-268,DU-145,OVCAR-3,PC-3,SK-OV-3,OVCAR-4,OVCAR-8
COc1ccc(C2=CC(c3ccc(C)cc3Br)N3C(C)=CSC3=N2)cc1 (stereo not given),97,92,101,110,112,91,109,100,101
NC(=O)Cc1ccc2ccccc2c1,117,117,118,117,122,100,103,124,117
O=C(Cc1ccc(/C=C/C(=O)c2ncc[nH]2)cc1)Nc1c(F)c(F)c(F)c(F)c1F,104,57,91,84,71,88,96,97,94
CCCCOc1nc2ccc(OC)cc2cc1C1CNC(=O)c2ccccc2N1 (stereo not given),107,106,99,108,101,87,89,99,102
O=C1N=C(C=c2ccc(=Cc3[nH]c(=O)[nH]c3O)cc2)C(=O)N1,105,99,102,119,112,95,109,108,102
Cc1ccc(S(=O)(=O)N2CCc3c([nH]c4ccccc34)C2c2cc(=O)oc3cc(C)ccc23)cc1 (stereo not given),90,88,87,99,102,65,83,81,87
CC1=C(C)C(=O)C(C(C2=C(C)C(=O)C(C)=C(C)C2=O)c2ccc(N(C)C)cc2)=C(C)C1=O,53,86,116,90,75,72,84,87,84
N#Cc1c(-c2ccc(F)cc2)nc(SCc2nnc(-c3ccc(Cl)cc3)o2)[nH]c1=O,99,95,109,113,109,95,97,111,102
CN1C(=O)N(C)C2C1NN=c1s/c(=C3\C(=O)Nc4ccccc43)c(=O)n12 (stereo not given),108,97,97,105,112,88,99,95,99
CC1(C)CC(=O)CC2(C1)N=C(N)Nc1nc3ccccc3n12 (stereo not given),99,104,107,115,111,96,101,92,104
CCOC(=O)c1nocc1CCCOc1ccc(C(=O)NCc2cccc(C(F)(F)F)c2)cc1C,99,105,95,100,107,98,108,100,100
Cc1ccc2sc(-c3ccc(NC(=O)CSc4nnc(-c5cccnc5SCc5ccccc5)o4)cc3)nc2c1,107,106,92,88,100,92,105,99,94
Cc1ccccc1-n1c(C)nc2cc(N3C(=O)CSC3c3ccccc3)ccc2c1=O (stereo not given),123,88,89,105,99,73,100,97,95
NCCNC(=O)c1nc(Cn2cc(Br)cn2)no1,117,99,109,117,114,99,105,105,109
Nc1nc(N)c2c(n1)NC(c1ccc(Cl)cc1)C1CCc3ccccc3C1=N2 (stereo not given),103,51,72,64,41,52,67,39,71
COc1ccc(C(=O)CCC(=O)O)cc1OC,107,93,99,105,108,90,101,105,101
CCOC(=O)c1cnn2c(-c3ccc(Cl)cc3)nc(NCc3ccccc3)nc12,100,32,29,45,30,63,112,5.6*,31
C=C(C)[C@@H]1CC[C@]2(COS(=O)(=O)c3ccc(C)cc3)CC[C@]3(C)[C@H](CC[C@@H]4[C@@](C)(CCCN)[C@H](C(=C)C)CC[C@]43C)[C@@H]12,101,88,85,94,91,58,97,112,95
Cc1ccc(S(=O)(=O)N/N=C/c2ccco2)cc1,103,97,101,105,108,105,109,107,98
CCCCCCCCCCCCCCCCNC(=O)Nc1ccc(Cc2ccc(NC(=O)NCCCCCCCCCCCCCCCC)cc2)cc1,101,101,109,111,111,92,105,124,100
Cc1ccc(-c2nc3ccccc3s2)c(=O)n1NS(=O)(=O)c1ccccc1,106,104,95,112,104,100,100,103,100
Oc1ccccc1/C=C/c1nc2ccccc2n2c(=S)[nH]nc12,115,100,90,108,109,90,102,100,98
Nc1ccc2oc(-c3ccc(F)cc3Cl)nc2c1,103,100,107,106,109,99,116,102,114
C[C@@H](C[C@H](CCOC(=O)N1CCOCC1)c1ccccc1)c1ccoc1,81,99,100,123,104,98,92,99,100
CN(C)CCOC(=O)COc1ccc(Cl)cc1,.,95,103,97,106,98,98,109,96
CCOc1ccc2nc(NC(=O)c3cccnc3Nc3ccc(OC)cc3)sc2c1,98,98,.,.,.,.,96,103,88
CC(=O)CC(=O)NCCN(C)C,111,96,100,108,110,95,96,111,107
CC(C)(C)OC(=O)N1C=C/C(=C\Cn2cc(-c3ccccc3)nn2)CC1,104,92,81,88,87,83,.,18,75
CCN(C(=O)c1ccc(NC(=O)C2C3C=CC(C3)C2C(=O)O)cc1)c1ccccc1 (stereo not given),90,100,115,106,97,108,116,102,.
Clc1ccc(-c2nc(-c3ccc(Cl)cc3)c3ccccc3n2)cc1,95,75,96,96,98,93,84,63,68
COc1ccc(C2=NOC(CC(=O)N3CCCC3)C2)cc1OC1CCCC1 (stereo not given),96,102,96,109,105,99,.,105,107
COc1ccc2c(c1)CCC1(C)CC(=O)C(Br)=C21 (stereo not given),98,91,102,117,118,96,117,93,95
CC1=C(C(=O)OCC2CCN(C(=O)OC(C)(C)C)CC2)[C@H](c2cccc(C#N)c2)C2=C(CC(C)(C)CC2=O)N1,76,48,52,53,58,59,84,62,47
[O-][n+]1c2ccccc2[n+]([O-])c2cc(O)ccc21,104,106,105,76,115,101,92,101,97
CC(=O)c1ccc(NC(=O)CSc2nnc(-c3ccncc3)n2-c2ccccc2)cc1,95,99,98,107,106,95,98,102,101
CCCCN(CCCC)CC(O)c1cc2ccc(C(F)(F)F)cc2c2cc(C(F)(F)F)ccc12 (stereo not given),79,85,88,75,91,80,96,110,92
N#CCCN(CCC#N)c1ccccc1,107,.,103,117,117,103,116,110,102
COC(=O)[C@@H](CCCCNC(=O)[C@]12CCC(C)(C)C[C@@H]1C1=CC[C@@H]3[C@@]4(C)C/C(=C/c5ccco5)C(=O)C(C)(C)[C@@H]4CC[C@@]3(C)[C@]1(C)CC2)NC(=O)[C@]12CCC(C)(C)C[C@@H]1C1=CC[C@@H]3[C@@]4(C)C/C(=C/c5ccco5)C(=O)C(C)(C)[C@@H]4CC[C@@]3(C)[C@]1(C)CC2,108,106,104,115,115,90,106,127,104
CCC1(C(OC)OC)NC(=O)N(C)C1=O (stereo not given),113,98,110,129,118,98,106,116,98
O=C(/C=C1\C(=O)N(Cc2ccccc2)c2ccccc21)c1ccc(OCCN2CCCCC2)cc1,40,51,74,48,-37*,57,100,-22*,7.9*
O=C(N/N=C/c1cc(Cl)ccc1O)C(=O)N/N=C/c1cc(Cl)ccc1O,72,50,57,71,15,56,64,.,61
O=S(=O)(NCCCNc1nccc(-n2cnc3ccccc32)n1)c1ccccc1,99,98,92,99,106,89,105,75,84
COc1ccc(-c2cc(-c3ccccc3)n3nc(N)nc3n2)cc1,100,94,89,97,110,106,114,100,97
CC(=O)c1ccc(N2C(=O)c3cc(Cl)c(Cl)cc3C2=O)cc1,103,106,99,114,105,104,100,109,109
COC(=O)C1=C(C(=O)c2cccc(OC)c2)C(c2ccco2)C(C#N)=C(N)O1 (stereo not given),121,97,110,118,118,78,110,107,96
CCCCn1c(-c2ccc(-c3nc(-c4ccc5c(c4)OCO5)no3)cc2)nc(-c2ccccc2)c1-c1ccccc1,96,102,100,108,117,87,103,89,95
Cc1cccc([C@@H]2C[C@H](O)Cc3cc(Br)c4ccccc4c3N2)c1,102,80,99,116,111,.,98,88,97
COc1cc(/C=C/C(=O)c2cc(OC)c(OC)c(OC)c2)ccc1OCc1ccc(Cl)cc1,120,102,123,112,123,110,121,115,108
NS(=O)(=O)c1ccc(Nc2nc(SCC(=O)c3ccc([N+](=O)[O-])cc3)nc3c2CCC3)cc1,106,99,98,102,.,80,95,98,97
O=c1oc2c(cnc3ccccc32)cc1-c1ccsc1,114,93,95,104,108,91,104,88,95
O=C(O)CS(=O)(=O)c1ccccc1,102,96,106,111,115,104,114,112,95
FC(F)(F)C(C(Cl)Cl)C(Cl)(Cl)Cl (stereo not given),110,.,116,124,116,88,103,99,103
O=S(=O)(NCCCNc1nccc(-c2c(-c3ccccc3)nc3occn23)n1)c1ccc(Cl)cc1,127,87,80,85,104,72,83,103,74
CCc1c(C(=O)NCc2c(O)ccc3ccccc23)[nH]c(C)c1C(C)=O,104,72,100,104,90,41,73,69,86
C1C[S+]2CC[S+]1CC2,107,96,102,105,102,101,100,115,96
COc1ccccc1NC(=O)Nc1cc(C(C)C)c(O)cc1C,134,103,96,103,105,103,93,.,104
COc1cc(/C=C2\N=C(c3ccccc3)N(c3ccc(S(N)(=O)=O)cc3)C2=O)cc(OC)c1OC,99,95,81,98,89,84,83,58,47
COc1ccc(-c2nnc3c(/C=C/c4ccc(F)cc4)nc4ccccc4n23)cc1,95,63,83,83,86,65,96,74,76
OB1OCc2cc(/C=C/c3cccc(C(F)(F)F)c3)ccc21,38,0.4*,11,-6.6*,-27*,24,16,-13*,11
COc1cc(Cl)c(C=O)cc1OC,103,96,100,107,105,96,102,96,89
Nc1nc2ccc([N+](=O)[O-])cc2s1,102,77,102,111,114,88,104,93,105
C=CCn1c(C)nc2cc(Nc3nc(N4CCCC4)nc4nc[nH]c34)ccc21,31,21,29,48,-11*,43,59,-30*,75
N[C@@H](Cc1cn(-c2c3ccccc3nc3ccccc23)nn1)C(=O)O,99,103,101,105,.,99,88,101,103
CC(=O)[C@@]1(O)[C@H](C)C[C@H]2[C@@H]3C[C@@H](F)[C@@]4(O)C[C@@H](O)CC[C@]4(C)[C@H]3CC[C@@]21C,104,106,106,117,115,96,99,111,101

# Full records from above. Values in the order: OVCAR-5 | U251 | SF-268 | DU-145 | OVCAR-3 | PC-3 | SK-OV-3 | OVCAR-4 | OVCAR-8
# CCCCn1c(-c2ccc(-c3nc(-c4ccc5c(c4)OCO5)no3)cc2)nc(-c2ccccc2)c1-c1ccccc1 is entered as 96 | 102 | 100 | 108 | 117 | 87 | 103 | 89 | 95
# COC(=O)C1=C(C(=O)c2cccc(OC)c2)C(c2ccco2)C(C#N)=C(N)O1 (stereo not given) is entered as 121 | 97 | 110 | 118 | 118 | 78 | 110 | 107 | 96

# Rewritten with bars between the fields: 2 of the compounds above
canonical_smiles | OVCAR-5 | U251 | SF-268 | DU-145 | OVCAR-3 | PC-3 | SK-OV-3 | OVCAR-4 | OVCAR-8
COc1cc(/C=C/C(=O)c2cc(OC)c(OC)c(OC)c2)ccc1OCc1ccc(Cl)cc1 | 120 | 102 | 123 | 112 | 123 | 110 | 121 | 115 | 108
NS(=O)(=O)c1ccc(Nc2nc(SCC(=O)c3ccc([N+](=O)[O-])cc3)nc3c2CCC3)cc1 | 106 | 99 | 98 | 102 | . | 80 | 95 | 98 | 97

# Further entries follow:
SMILES,OVCAR-5,U251,SF-268,DU-145,OVCAR-3,PC-3,SK-OV-3,OVCAR-4,OVCAR-8
NS(=O)(=O)c1ccc(N2C(=O)[C@H]3CC=CC[C@H]3C2=O)cc1,94,102,101,107,100,96,101,104,101
N#Cc1c(-c2ccco2)c(C#N)c(=O)n(-c2cccc(C(F)(F)F)c2)c1N,102,100,91,101,101,91,97,97,96
COc1cccc(-c2cc(=O)c3cc(Cl)cc(NCc4ccccc4)c3o2)c1N,93,71,48,83,65,89,.,67,70
CCOC(=O)CN1CCC(C2(c3cc4ccccc4[nH]3)OCCO2)CC1,94&103,102&105,111&106,110&112,115&109,100&92,104&102,102&126,101&118
CCOC(=O)c1nc(Oc2ccc(NC(=O)Nc3ccccc3)cc2)c2ccccc2n1,102[5.56 µM],94[5.56 µM],97[5.56 µM],106[5.56 µM],109[5.56 µM],100[5.56 µM],110[5.56 µM],105[5.56 µM],101[5.56 µM]
CCCn1c(Cn2nc(C)cc2C)nnc1SCC(=O)Nc1ccc(S(N)(=O)=O)cc1,104,95,99,104,.,83,114,103,100
